Source: PubChem
JMJD2E inh: inhibitors of human JMJD2E histone demethylase; B2RXH2; JMJD2E catalytic domain, FDH-coupled NADH fluorescence (FDH is formaldehyde dehydrogenase); Potency, µM (highest dose often 57.1 µM), without a hit: top-dose activity change, negative = inhibition, usual class: inhibitors; 1.6% of 230,000 active; AID 2147; active = well fitted inhibition curve with a large enough effect, not every such curve was filed as active; inconclusive = small, poorly fitted or top-dose-only effect, or another doubt; inactive = no such curve, though single readings can be large or run the other way;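 also: 0% = wells with enzyme and -100% = buffer wells without enzyme; nearly all actives have a fitted effect of over 50% in size; many of its hits are not listed in these tables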
Target sequence (B2RXH2 1-337 limits assumed): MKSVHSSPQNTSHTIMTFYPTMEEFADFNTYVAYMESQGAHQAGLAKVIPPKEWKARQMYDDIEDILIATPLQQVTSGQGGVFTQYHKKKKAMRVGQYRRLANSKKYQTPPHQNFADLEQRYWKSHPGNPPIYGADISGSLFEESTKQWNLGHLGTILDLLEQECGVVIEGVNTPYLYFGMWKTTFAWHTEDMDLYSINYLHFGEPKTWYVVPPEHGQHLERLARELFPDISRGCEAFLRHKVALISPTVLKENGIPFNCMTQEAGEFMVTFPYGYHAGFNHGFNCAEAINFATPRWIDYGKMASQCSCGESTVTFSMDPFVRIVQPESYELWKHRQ
LMNA splice mod: LMNA splicing modulation; HeLa LMNA splicing GFP/RFP minigene ratio, 48 h; Potency, µM (top dose mostly 46.1 µM), inactives show at the top dose ratio change, negative = inhibition, most hits filed as inhibitors; 0.01% of 200,000 active; AID 1487; active = well fitted inhibition curve with a large enough effect in the signal ratio, with a control signal flat, not every such curve was filed as active; inconclusive = small, poorly fitted or top-dose-only effect, or effect the other way, or a change in a side signal; the % refers to the signal ratio; also: % is scaled to controls: 0 for no effect and ±100 for the full control effect
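Read-out is the ratio of GFP to DsRed2 object intensity, acquired by 488 nm laser-scanning cytometry on HeLa lamin A-EGFP minigene reporter cells. Compound incubation 48 hrs at 37 °C in Opti-MEM with 2% FBS; DMSO 0.5% final.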
ALDH1A1 inh: blocks purified human ALDH1A1 activity; Purified ALDH1A1, NADH fluorescence, propionaldehyde substrate; Potency, µM (top dose mostly 75.3 µM), for the others: at the highest dose activity, negative = inhibition, usual class: inhibitors; 7.3% of 220,000 active; active = well fitted inhibition curve with a large enough effect, not every such curve was filed as active; inconclusive = small, poorly fitted or top-dose-only effect, or another doubt; inactive = no such curve, though single readings can be large or run the other way;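 also: plate controls were no enzyme wells and a reference inhibitor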
Target sequence (P00352 whole entry, looked up): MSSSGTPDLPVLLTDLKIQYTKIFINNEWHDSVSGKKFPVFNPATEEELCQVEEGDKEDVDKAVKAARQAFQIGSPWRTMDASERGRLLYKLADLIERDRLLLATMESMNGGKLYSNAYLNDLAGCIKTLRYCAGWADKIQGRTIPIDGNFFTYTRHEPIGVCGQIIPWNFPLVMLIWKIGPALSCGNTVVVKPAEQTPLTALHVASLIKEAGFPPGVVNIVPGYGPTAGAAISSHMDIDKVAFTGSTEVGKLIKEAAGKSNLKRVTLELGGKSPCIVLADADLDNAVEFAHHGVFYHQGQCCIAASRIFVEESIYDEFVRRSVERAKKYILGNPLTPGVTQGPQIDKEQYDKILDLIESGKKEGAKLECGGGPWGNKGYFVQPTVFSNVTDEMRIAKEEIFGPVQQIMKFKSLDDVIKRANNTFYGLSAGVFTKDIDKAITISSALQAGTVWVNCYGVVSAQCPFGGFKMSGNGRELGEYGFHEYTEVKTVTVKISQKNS
RECQ1 helicase: RECQ1 (human) helicase inhibition; RECQ1 DNA unwinding, red fluorescence kinetic read; Potency, µM (doses to about 57.3 µM), for inactives: at the top dose activity, negative = inhibition, usual class: inhibitors; 0.54% of 240,000 active;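 also: plate controls were vehicle for no effect and no enzyme for full effect; nearly all actives have a fitted effect of over 30% in size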
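RECQ1T1 50 nM; forked duplex (20 bp + 30-nt ss tails) 200 nM, ATP 2 mM final; pH 8.0, 2 mM MgCl2, 2.5 ug/ml poly(dI-dC); 15 min compound preincubation; discontinuous kinetic read over 2 h at RT.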
TexasRed fluor: counter-screen for TRb-SRC2 inhibitors: fluorescence interference; 0.29% of 280,000 active; TRb/SRC2 Texas Red total fluorescence interference; Potency, µM (doses to about 106 µM), inactives show at the highest dose fluorescence change, negative = quenching; AID 1479; active = well fitted curve in either direction with a large enough effect; inconclusive = small, poorly fitted or top-dose-only effect; also: % is scaled to controls: 0 for no effect and ±100 for the full control effect
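Human TRβ ligand-binding domain (0.6 uM) and Texas Red SRC2 peptide (20 nM) in Tris buffer with 1 uM T3 and 5% DMSO were incubated with pinned compound for 5 hr at ambient temperature. Total fluorescence was computed as S + 2P (555/632 nm).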
GoLoco inh red: blocks human Gai1 binding to RGS12 GoLoco peptide, red readout; P63096; Gai1:RGS12 GoLoco peptide FP, rhodamine, 10 min; Potency, µM (titrated, usually from 61.6 µM), for inactives: at the highest dose activity, negative = inhibition, usual class: inhibitors; 0.44% of 230,000 active; AID 880; active = well fitted inhibition curve with a large enough effect, not every such curve was filed as active; inactive = no such curve, though single readings can be large or run the other way; also: % is scaled to controls: 0 for no effect and ±100 for the full control effect; nearly all actives have a fitted effect of over 30% in size; many of its hits are not listed in these tables
TRb-SRC2 inh: inhibitors of human thyroid hormone receptor beta-SRC2 interaction; 0.065% of 280,000 active; P10828; Potency, µM (series often up to 106 µM), inactives show at the top dose activity change, negative = inhibition, hits mostly inhibitors; TRbeta-SRC2 peptide binding, fluorescence polarization; receptor liganded with 1 µM T3;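 also: plate controls were bound peptide for no effect and peptide without receptor for full effect; nearly all actives have a fitted effect of over 50% in size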
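Polarization signal, normalized between peptide-alone and full complex controls, measured compound effects on T3-liganded human TRb LBD (0.6 uM) binding 20 nM Texas Red SRC2 peptide after 5 hr.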
SMN2 splice up: increases expression of the SMN2 splice variant; HEK293 SMN2-luciferase splicing reporter, luminescence, 30-36 h; Potency, µM (doses to about 46.1 µM), inactives show at the top dose activity change, positive = activation, actives largely listed as activators; 2.8% of 210,000 active; also: % of control where 0% means no effect; nearly all actives have a fitted effect of over 55% in size
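HEK293 cells carry an SMN2 minigene-luciferase reporter in which exon 7 inclusion puts luciferase in frame. Cells were seeded at 2000 cells/well, attached for 10-12 hours, then exposed to compounds for 30-36 hours at 37C before ONE-Glo luminescence.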
Numbers without * were called inactive; i = inactive; ? = inconclusive; nt = not tested or not shown; [ ] = another dose, or the depositor's remark. Unless noted, calls follow the shape of the dose curve; as a rule, active = well fitted curve in the direction sought with a large enough effect; inconclusive = small, poorly fitted or top-dose-only effect, or another doubt; inactive = no such curve, though single readings can be large; an effect the other way counts as inactive or inconclusive. Potency is read from the fitted curve at half-maximal effect.

SMILES | JMJD2E inh | LMNA splice mod | ALDH1A1 inh | RECQ1 helicase | TexasRed fluor | GoLoco inh red | TRb-SRC2 inh | SMN2 splice up
C[C@H]1Cc2c(COc3ccccc3)nc3c(c2CO1)CN(C(=O)NCCc1c[nH]c2ccccc12)CC3 | -4%[11.4 µM] | -12%[9.22 µM] | 12%[13.5 µM] | -8%[11.5 µM] | -1%[11.2 µM] | 2%[14.2 µM] | -4%[11.2 µM] | -4%[9.22 µM]
Cc1cc(C)c2c(N)c(C(=O)c3ccc(Cl)cc3Cl)sc2n1 | ? | ? | ? | -9% | -2% | -13% | -2% | 20%
CCC(=O)N1CCc2cc(S(=O)(=O)CCC(=O)Nc3ccc(OC)c(OC)c3)ccc21 | 1% | nt | 11% | -9% | -1% | 5% | -2% | -18%
CCOC(=O)Cc1c(C)[nH]n(-c2ccccc2)c1=O | 0% | nt | -3% | -5% | 1% | 1% | 7% | nt
CCOC(=O)COc1nc(OC)nc(N2CCOCC2)n1 | -1% | 12% | -5% | -8% | 0% | -8% | -13% | -4%
COc1cccc(Nc2ncc3nc(C)c(=O)n(Cc4cccs4)c3n2)c1 | nt | ? | ? | i | nt | 46%[activator] | nt | nt
O=C(COC(=O)c1cccnc1Nc1cccc(C(F)(F)F)c1)NC1CCS(=O)(=O)C1 (stereo not drawn) | ? | ? | 1% | i | 1% | 0% | -2% | -40%[inhibitor]
COc1ccc(CN2CCC(CO)(CCOc3ccccc3)CC2)c(OC)c1C | 3% | 0%[46 µM] | 7% | i | 0% | -17% | 0% | nt
Clc1ccc(/C=N/Nc2nnc(Cl)c3ccccc23)cc1 | 6% | -17% | 8% | -5% | -4% | 11% | 1% | 11µM*
COc1ccc(C2C=C(C)Nc3nc(SC)nn32)cc1 (stereo not drawn) | ? | 3% | ? | i | 1% | -3% | -17% | -11%
O=c1c2ccccc2oc2nc(-c3ccco3)n(Cc3ccccc3)c(=O)c12 | 12% | 4% | -14% | -1% | -2% | 11% | -1% | -41%[inhibitor]
CCOC(=O)Cc1csc(NC(=O)c2ccc(S(=O)(=O)N3CCCCC3)cc2)n1 | -3% | -5% | ? | -4% | 2% | 14% | 5% | -24%
Cc1ccc(S(=O)(=O)c2cc3ccccc3oc2=Nc2ccc3c(c2)OCCO3)cc1 | -1% | ? | -4% | -2% | -1% | 1% | 0% | -6%
COc1ccc(CCNC(=O)CCn2c(=O)c3ccccc3n(CC(=O)NCC3CCCO3)c2=O)cc1OC (stereo not drawn) | -4% | 8%[46 µM] | ? | i | -1% | 0% | 9% | -15%
O=C(c1cccc(S(=O)(=O)N2CCOCC2)c1)N1CCCC1 | -1% | -3% | 9% | -4% | -5% | -1% | 5% | -7%
COc1ccccc1CNc1cc(-c2cccc(C#N)c2)ncn1 | nt | -3% | ? | -1% | nt | 10% | nt | nt
COc1ccccc1C(=O)O/N=C(\N)c1ccccn1 | -8% | nt | nt | -6% | -3% | -8% | -3% | nt
Cc1ccc(Cn2nc(C)c(NC(=O)c3cc(-c4ccco4)on3)c2C)cc1 | -2% | 7% | 0% | -4% | 2% | -8% | -1% | -28%
CN1CCC(=NNC(=O)CSCc2ccccc2)CC1 | 6% | 5% | 25µM* | i | 1% | 6% | -9% | -6%
O=C(NCC1COc2ccccc2O1)C1CCC(CNc2c(N3CCCCC3)c(=O)c2=O)CC1 (stereo not drawn) | -2% | -16% | 1% | -1% | -1% | -2% | -2% | -9%
O=C(CC1CCCC1)Nc1nnc(C2CC2)s1 | -1% | 7% | ? | 0% | -8% | 1% | -1% | 9%
Cc1ccc(S(=O)(=O)n2[nH]c(=O)cc2N)cc1 | -4% | nt | 3% | -8% | 0% | 1% | -1% | nt
CN(C[C@H](Cc1ccccc1)N(C[C@H](Cc1cccc2ccccc12)N(CCc1ccccc1)N=O)N=O)N=O | -1% | nt | nt | -19% | -1% | 5% | 4% | nt
O=C(CSc1nnc(-c2ccncc2)n1CC1CCCO1)NCc1ccccc1 (stereo not drawn) | 4% | -2% | -1% | 4% | 2% | 10% | 3% | -1%
COc1cc(/C=C(\NC(=O)c2ccccc2)C(=O)NCC(=O)O)c([N+](=O)[O-])cc1OC | -1% | ? | 1% | 1% | -3% | 0% | 4% | -14%
CC1CCN(C(=O)Cn2nnc(-c3cccs3)n2)CC1 | 8% | 20%[46 µM] | 15% | -5% | 1% | 1% | 1% | nt
CC(C)C(OC(=O)c1ccco1)C(=O)NCc1cccs1 (stereo not drawn) | 2% | 4% | -4% | -7% | 0% | nt | -8% | nt
N#Cc1c(-c2ccc(Cl)cc2)c2c([nH]c1=O)-c1ccccc1OC2 | ? | nt | nt | i | -4% | 7% | -4% | nt
COc1ccc2nc(NC(=O)CNS(=O)(=O)c3cccs3)sc2c1 | -3% | -8% | -3% | -9% | -6% | 2% | 1% | -5%
CCOC(=O)C(CC)Sc1nnc2n1C(C)(C)Cc1ccccc1-2 (stereo not drawn) | 9% | 0% | 8% | -2% | 1% | 3% | 2% | -24%
COC(=O)C/C=C/[C@@H](C)[C@H](NC(=O)OCC(Cl)(Cl)Cl)c1ccccc1 | 2% | nt | 9% | i | 2% | 1% | 1% | -10%
CCOCCCNC(=O)C(c1ccc(C)cc1)N(Cc1ccc2c(c1)OCO2)C(=O)c1cnccn1 (stereo not drawn) | 2% | 6%[0.0737 µM] | ? | -5% | 0% | 8% | -6% | -4%
Cc1ccccc1Oc1nc2c(C)cccn2c(=O)c1/C=C(\C#N)C(=O)NC1CCS(=O)(=O)C1 (stereo not drawn) | ? | nt | ? | -2% | 0% | -5% | 1% | nt
COc1ccccc1CCc1nnc(CCC(=O)NC(C)Cn2nc(C)cc2C)o1 (stereo not drawn) | -4% | 10%[46 µM] | 1% | i | 0% | -3% | 0% | -17%
O=C(Cn1cnc2ccccc21)N/N=C/c1cccnc1 | 0% | -2%[46 µM] | -4% | -2% | 1% | -2% | -2% | -54%[inhibitor]
Cc1ccc2nc(NC(=O)Cn3cc4c(n3)CCCCC4)sc2c1 | -15% | -12% | 5% | -9% | 0% | 8% | 3% | -11%
CC(=O)Nc1ccc(C(=O)OCc2ccc(F)cc2Cl)cc1 | 9% | nt | 7% | -5% | 4% | 3% | 5% | -2%
CCOc1ccc(/C=N/NC(=O)C(OC)c2ccccc2)cc1 (stereo not drawn) | 4% | nt | 9% | -13% | -4% | 10% | -2% | -6%
CC(=O)N(CN1C(=O)C2C3C=CC(C3)C2C1=O)c1cccc(Cl)c1 (stereo not drawn) | 2% | nt | 1% | i | 0% | 5% | 0% | 4%
COc1ccc(OC)c2c1C(=O)c1ccccc1C2=O | ? | ? | 7.9µM* | -12% | -4% | 7.9µM* | -7% | -10%
COc1ccc(C2=NN(C(=O)c3cccc([N+](=O)[O-])c3)C(c3cccc([N+](=O)[O-])c3)C2)cc1 (stereo not drawn) | 9% | -8% | 3% | 6% | -1% | 12% | -5% | 2%
Cn1cc(-c2nc3cnc(N4CCNCC4)nc3n(C3CC3)c2=O)c2ccccc21 | nt | ? | ? | -7% | nt | -6% | nt | nt
CN1C(=O)CC(C(=O)O)SC1=Nc1ccc(F)cc1 (stereo not drawn) | -5% | -10% | 2% | -5% | -1% | -1% | -6% | 7%
CC(=O)Nc1sc(/C(C#N)=C/c2ccc(Cl)c(Cl)c2)nc1-c1ccc(C)cc1 | 6% | ? | -14% | -11% | -6% | 153%[activator] | -6% | -32%[inhibitor]
CN(C)Cc1nnnn1-c1ccccc1 | 8% | nt | -6% | i | 1% | -9% | 3% | nt
CCn1c(SCC(=O)NCC2CCCO2)nnc1-c1ccc(S(=O)(=O)N2CCN(C)CC2)cc1 (stereo not drawn) | -8% | nt | ? | -2% | -2%[53 µM] | 12% | 9%[53 µM] | nt
O=C(OC(C(=O)Nc1ccc(Cl)c(C(F)(F)F)c1)c1ccccc1)C1=COCCO1 (stereo not drawn) | -1% | ? | 2% | 0% | -3% | 0% | 3% | 28%
N#C/C(=C1\CCCN1)c1nc(-c2ccccc2)cs1 | -8% | 2% | ? | -3% | -1% | 48%[activator] | -2% | nt
CC(=O)NCCOc1cccc2ccccc12 | ? | 4% | ? | 5% | -2% | 19% | -25% | nt
Cc1ccc(C(=O)NCC(=O)OCC(=O)Nc2ccccc2[N+](=O)[O-])cc1 | -5% | ? | -2% | 8% | -5% | -3% | 9% | 20%

More results.
SMILES | JMJD2E inh | LMNA splice mod | ALDH1A1 inh | RECQ1 helicase | TexasRed fluor | GoLoco inh red | TRb-SRC2 inh | SMN2 splice up
COc1ccc(C(=O)NC(CC(=O)O)c2cc([N+](=O)[O-])ccc2Cl)c(SC)c1 (stereo not drawn) | -8% | 19%[9.22 µM] | 8.9µM* | 1% | -2% | 0% | 5% | -19%
O=C(COC(=O)c1ccccc1C(=O)N1CCN(c2ccccc2)CC1)Nc1ccccc1 | -14% | nt | -2% | -14% | -5% | -6% | -1% | -44%[inhibitor]
CCCC(=O)N(CCc1ccccc1)Cc1nc2ccccc2c(=O)[nH]1 | -3% | ? | ? | -5% | -1% | -8% | 0% | -14%
Cc1cc(NC(=O)CSc2nc3ccccc3c(=O)n2CCCC(=O)NCc2ccccc2)n[nH]1 | 7% | 1% | 9% | 1% | -2% | 3% | -2% | 6%
CCOCCn1c(N2CCN(c3ccccc3)CC2)nc2c1c(=O)[nH]c(=O)n2C | -10% | nt | -10% | -10% | -5% | 8% | -3% | nt
CCOC(=O)c1c(CN2CCN(C)CC2)oc2ccc(OC)cc12 | ? | -2% | -12% | 5% | 0% | 13% | -2% | 20%
Cc1cc(C(=O)COc2ccccc2C(N)=O)c(C)n1CC1CCCO1 (stereo not drawn) | -7% | nt | ? | -3% | -2% | 11% | -7% | -93%[inhibitor]
CCCOc1ccc(-c2nc(N)n[nH]2)cc1 | -21% | -2% | -6% | 9% | -1% | -5% | 2% | 8%

Not all compounds are listed; the hit share may differ from the screen's.
